Assay outcomes deposited in PubChem BioAssay by Sanford-Burnham Center for Chemical Genomics.
STEP inh – blocks human striatal-enriched tyrosine phosphatase; P54829; recombinant STEP, OMFP fluorogenic substrate, fluorescence; inhibition, % at 20 µM; 360,000 tested, 0.25% active; AID 588621;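 active means inhibition at 20 µM, scaled per plate between control wells, above about 37%, limit read from the data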;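 further: 0% = DMSO with enzyme and substrate and 100% = substrate only without enzyme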
Target sequence (P54829 whole entry, looked up): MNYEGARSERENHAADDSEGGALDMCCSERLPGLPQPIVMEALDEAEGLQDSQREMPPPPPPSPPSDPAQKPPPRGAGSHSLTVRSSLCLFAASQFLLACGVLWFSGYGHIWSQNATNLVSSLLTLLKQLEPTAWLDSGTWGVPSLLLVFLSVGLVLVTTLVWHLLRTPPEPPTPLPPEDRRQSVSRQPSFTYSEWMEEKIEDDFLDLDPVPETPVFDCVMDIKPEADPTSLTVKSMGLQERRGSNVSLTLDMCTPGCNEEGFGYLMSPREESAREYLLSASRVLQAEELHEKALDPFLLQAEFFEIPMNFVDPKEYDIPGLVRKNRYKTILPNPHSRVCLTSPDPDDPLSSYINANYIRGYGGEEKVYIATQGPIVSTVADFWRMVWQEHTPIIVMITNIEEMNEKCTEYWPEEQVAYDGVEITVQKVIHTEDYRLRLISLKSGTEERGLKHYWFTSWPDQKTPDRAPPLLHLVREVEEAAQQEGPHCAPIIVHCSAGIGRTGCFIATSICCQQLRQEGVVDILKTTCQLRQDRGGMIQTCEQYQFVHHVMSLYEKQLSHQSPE
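Measure: Control-normalized % inhibition with plate pattern correction | Test system: STEP phosphatase, cell-free reaction | Medium: pH 6.0 Bis-Tris with DTT and Tween 20 | Technique: Fluorescence, 480/540 nm | Times: Reaction 20 min, ambient temperature | Doses: Single compound dose of 20 µM, 1% DMSO final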
LMPTP inh – LMPTP (human) inhibition; P24666; recombinant LMPTP-A, OMFP fluorogenic substrate, fluorescence intensity; inhibition, % at 20 µM; 360,000 tested, 0.22% active; AID 651560;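 active means compounds that cut the enzyme signal by at least half of the control window in the single-dose screen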;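 further: plate controls were DMSO wells with enzyme plus substrate for no effect and substrate without enzyme for full effect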
Target sequence (P24666 whole entry, looked up): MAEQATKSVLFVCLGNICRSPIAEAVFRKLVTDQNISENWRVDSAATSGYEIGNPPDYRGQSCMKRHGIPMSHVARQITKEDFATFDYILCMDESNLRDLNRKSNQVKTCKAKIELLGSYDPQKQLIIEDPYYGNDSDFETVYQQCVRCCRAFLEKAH
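test system = LMPTP-A | amount = 0.625 nM LMPTP-A final | reagent = fluorogenic phosphatase substrate OMFP at 400 µM final | incubation = 50 min at room temperature | benchmarks = no-enzyme low control, uninhibited high control | medium = Bis-Tris pH 6.0, DTT, detergent | signal = fluorescence intensity of OMFP turnover product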
NadD block – inhibitors of Staphylococcus aureus NadD. 360,000 tested, 0.78% active. AID 602399. inhibition, % at 20 µM. purified NadD enzyme, colorimetric absorbance read-out; in the data active means inhibition above about 26%; further: some compounds past the cut are filed as inactive
DNMT1 block – DNMT1 (human) enzyme inhibition. P26358. DNMT1 molecular beacon, Hinp1I cleavage, fluorescence. inhibition (reported as % activation of signal), % at 10 µM. 360,000 tested, 0.83% active; in the data active means inhibition above about 50%
SKN-1 inh – C. elegans SKN-1 inhibition; C. elegans VP596 Pgst-4::GFP/RFP ratio, acrylamide-induced, 24 h; inhibition, % at 21.8 µM; 360,000 tested, 0.49% active; AID 624304;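 active means interference check ratio from 0.5 to 1.5 plus GFP to RFP signal ratio inhibition reaching or exceeding a fixed threshold, cut at about 30% in these data, passing the limit was not always enough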; further: some compounds called inactive have numbers as strong as hits
NRP1-CendR mod – alters CendR peptide binding to human NRP-1; FAM-RPARPAR peptide binding to NRP-1, fluorescence polarization; inhibition, % at 25 µM; 360,000 tested, 0.85% active; AID 602438;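 active means inhibition or corrected inhibition above about 18%, plus a signal ratio from 0.5 to 1.5, limit read from the data, passing the limit was not always enough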; further: strong numbers were not always called active
Scp1 inh – Scp-1 (human) phosphatase inhibition | Q9GZU7 | Recombinant Scp1, phosphopeptide, malachite green phosphate absorbance | inhibition, % at 20 µM | 340,000 tested, 0.88% active | AID 493091;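 active means inhibition above about 50% at 20 µM, limit read from the data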;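 further: plate controls were DMSO wells with enzyme for no effect and wells lacking enzyme for full effect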
Target sequence (Q9GZU7 76-261 limits assumed): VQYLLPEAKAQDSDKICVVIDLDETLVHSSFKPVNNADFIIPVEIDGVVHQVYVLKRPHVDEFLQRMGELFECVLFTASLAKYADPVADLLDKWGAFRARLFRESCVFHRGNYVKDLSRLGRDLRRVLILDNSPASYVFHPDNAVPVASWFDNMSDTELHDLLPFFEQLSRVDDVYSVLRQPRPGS
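Times: enzyme reaction 45 min at room temperature, colour 5 min, stabilisation 30 min. Material: SCP-1 catalytic fragment, aa 76-261. Medium: Acidic Tris acetate buffer with magnesium and detergent. Signal: colorimetric free-phosphate detection, absorbance 630 nm. Read-out basis: % inhibition of SCP-1 phosphate liberation. Reagent: Phosphorylated 17-residue peptide substrate.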
Rpn11 inh – blocks the human proteasome subunit Rpn11. 360,000 tested, 0.59% active. human 26S proteasome, Ub4-pepOG fluorescence polarization; 20S core pre-blocked with epoxomicin. O00487. calls only at 20 µM;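 active means inhibition at 20 µM, scaled to each plate's controls, above about 33%, limit read from the data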
MT1-MMP act inh – inhibitors of human MT1-MMP activation; AID 651647; GFP/RFP ratio change, % at 20 µM; HT1080 RFP-PRO-GFP cells, GFP/RFP ratio fluorescence, overnight; percent of plate control window, DMSO zero; 360,000 tested, 0.061% active;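 active means GFP/RFP ratio change of at least 30% with cell ATP level not reduced by more than half and red fluorescence within 50% of control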; further: strong numbers were not always called active
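Assay system: HT1080 RFP-PRO-GFP cells | Dosing: 20 µM single dose, 1% DMSO | Incubation: Cells overnight before dosing, compound overnight, 37 °C, 5% CO2 | Evaluation: GFP/RFP fluorescence ratio | Control set: DMSO-only wells and HT1080 RFP-L50D-GFP cell wells as references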
SUMO1 PPI mod – alters human SUMO1 binding to SIM partners. P63165. SUMO1 binding to a labelled peptide, TR-FRET, 1 h. inhibition, % at 20 µM. 360,000 tested, 0.33% active. AID 602429; in the data active means inhibition above about 37%
Target sequence (P63165 whole entry, looked up): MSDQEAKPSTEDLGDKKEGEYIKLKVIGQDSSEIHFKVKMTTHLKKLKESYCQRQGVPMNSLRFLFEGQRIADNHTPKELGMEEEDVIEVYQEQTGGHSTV
The depositor's hits bear a star; i = inactive; nt = no result given.

SMILES	STEP inh	LMPTP inh	NadD block	DNMT1 block	SKN-1 inh	NRP1-CendR mod	Scp1 inh	Rpn11 inh	MT1-MMP act inh	SUMO1 PPI mod
Cc1ccc2cc(CN(CCCO)S(=O)(=O)c3ccccc3F)c(=O)[nH]c2c1C	-2	0.0	1	1	-7	2	5	i	1	3
N#Cc1ccccc1NC(=O)CSc1nccn1CCc1ccccc1	0	-0.2	-9	-2	-8	-3	-8	i	0	2
CC12CCC(=O)N1C(C(=O)Nc1cc(C(F)(F)F)ccc1N1CCOCC1)CS2 (stereo not given)	-1	-0.2	0	1	3	12	2	i	4	-2
COc1ccc(Cn2c(=O)oc3ccc(C)cc32)cc1	1	0.6	-2	0	-2	-7	-7	i	0	5
c1ccc(OCC2CCNCC2)nc1	-2	-2.1	-1	1	12	-9	-2	i	-2	-1
Cc1nnc(CN(C)C(=O)CC2C(=O)NCCN2Cc2ccccc2C)o1 (stereo not given)	-1	-0.7	-6	-3	-3	8	-6	i	-1	1
COc1ccc(C(O)c2ncc(-c3ccccc3C)[nH]2)cc1 (stereo not given)	1	0.1	0	0	6	5	nt	i	2	-4
O=C(CN1C(=O)C(=O)N(C2CCCC2)C1=O)NCCc1ccc(F)cc1	0	-0.9	-4	-2	-4	-4	-10	i	1	-2
CCCN1C(=O)c2[nH]nc(-c3cc(Cl)c(C)cc3O)c2C1c1ccc(O)c(OC)c1 (stereo not given)	1	5.0	3	-8	9	10	-18	i	11	-4
COc1ccc(CCNC(=O)CSCc2ccc(Br)cc2)cc1OC	3	-1.3	-9	2	15	-5	-7	i	1	1
COc1ccc(CC(=O)Nc2cccc3c2CCCC3)cc1	-1	-0.7	-5	6	-2	8	6	i	10	2
Nc1cc(C(=O)OCC(=O)N2CCN(C(=O)COC(=O)c3ccc(Cl)c(N)c3)CC2)ccc1Cl	0	0.6	10	2	1	-2	-10	i	9	2
OCCNC(=S)Nc1cc(Cl)cc(Cl)c1	0	0.2	-4	-3	0	-6	0	i	-9	5
O=C(N/N=C/c1cc([N+](=O)[O-])ccc1O)C1CCCCC1	-2	1.0	-2	3	6	5	-7	i	0	-15
CC(C)(C)C(=O)CCN1C(=O)C2(OCCO2)c2ccccc21	0	-0.5	-1	2	7	12	-3	i	-1	-1

Of the compounds above, these have fluorine.
SMILES	STEP inh	LMPTP inh	NadD block	DNMT1 block	SKN-1 inh	NRP1-CendR mod	Scp1 inh	Rpn11 inh	MT1-MMP act inh	SUMO1 PPI mod
Cc1ccc2cc(CN(CCCO)S(=O)(=O)c3ccccc3F)c(=O)[nH]c2c1C	-2	0.0	1	1	-7	2	5	i	1	3
CC12CCC(=O)N1C(C(=O)Nc1cc(C(F)(F)F)ccc1N1CCOCC1)CS2 (stereo not given)	-1	-0.2	0	1	3	12	2	i	4	-2
O=C(CN1C(=O)C(=O)N(C2CCCC2)C1=O)NCCc1ccc(F)cc1	0	-0.9	-4	-2	-4	-4	-10	i	1	-2

New compounds follow
SMILES	STEP inh	LMPTP inh	NadD block	DNMT1 block	SKN-1 inh	NRP1-CendR mod	Scp1 inh	Rpn11 inh	MT1-MMP act inh	SUMO1 PPI mod
C=CCNc1ncnc2c1cnn2-c1ccc(OC)cc1	-2	-0.7	-4	-3	-7	10	4	i	8	1
O=C(CN1C(=O)COc2ccccc21)NCc1ccc(C(=O)O)cc1	2	-1.9	9	-2	0	-12	-2	i	1	-1
CC(C)C[C@@H](CN1C(N)=NC[C@@H]1C)NC(=O)CC12CC3CC(CC(C3)C1)C2	-3	-0.5	-3	2	14	-4	-11	i	-2	8
CCc1ccc(C(N)=S)cc1	4	-1.4	0	-1	-1	4	-7	i	-2	8
NC(=O)C1(N2CCCCC2)CCN(C2CC(=O)N(Cc3cccs3)C2=O)CC1 (stereo not given)	4	-1.2	-3	1	-29	-2	-5	i	4	2
O=C(NCc1ccncc1)C(=O)N/N=C/c1ccc(OCc2ccccc2)cc1	0	39	-3	39	-9	-19	2	i	6	8
COC(=O)[C@@]1(Cc2ccc(F)cc2)[C@H]2c3cc(C(=O)N(C)C)n(C[C@H](O)CO)c3C[C@H]2CN1C(=O)c1ccccc1	-1	0.2	2	0	2	4	-2	i	-1	-5
CC(C)Cc1nnc(NC(=O)c2ccc(N3CCCC3=O)cc2)s1	-1	1.1	-6	1	-12	5	-1	i	2	-7
CCN(CC)C(=O)C1CCN(Cc2cccc(OCc3ccccc3)c2)CC1	0	-0.3	-6	0	14	-1	0	i	-5	3
Cc1ccnn1CCC(=O)N1CCCC(Nc2ccc(C(C)C)cc2)C1 (stereo not given)	-1	0.1	-2	-2	-9	-2	nt	i	8	3
Cc1ccc(C)c(S(=O)(=O)N2CCCOC2CNC(=O)C(=O)NC2CCCC2)c1 (stereo not given)	-1	-1.2	-2	2	16	-6	-5	i	2	6
O=C(c1ccc(CS(=O)c2cccc(Cl)c2)o1)N1CCN(c2ccccn2)CC1 (stereo not given)	-3	0.7	-15	2	6	0	-5	i	-3	5
COc1ccccc1C/C(N)=N/OC(=O)COc1cc(C)cc(C)c1C	0	1.9	-1	6	8	1	-2	i	-5	6
Cc1ccc(-n2cnc3c(=O)[nH]cnc32)cc1	-1	-2.0	-3	-2	5	14	-10	i	-3	-2
CCOc1cc(Br)c(CC(=O)O)cc1OCC	-2	-0.5	-2	3	1	-2	6	i	4	4
CC(=O)N/N=C\c1ccccc1OC/C=C/c1ccccc1	-2	-0.3	3	5	-22	-1	-8	i	-4	2
COc1cc(C(=O)Nc2ccncc2)c([N+](=O)[O-])cc1OC	-3	-0.9	5	2	-7	1	-6	i	3	-25
O=C1CCc2cc(NS(=O)(=O)c3ccc(F)cc3)cc3c2N1CCC3	0	-2.8	-1	1	6	8	-3	i	9	7
N#C/C(=C\N1CCN(Cc2ccc3c(c2)OCO3)CC1)c1nc2ccccc2s1	-2	1.2	15	-5	5	-61	-5	nt	-78	-7
CCN1C(=O)[C@H]2[C@@H](c3ccc(-c4ccc(C(C)=O)cc4)cc3)N[C@@](Cc3ccccc3)(C(=O)OC)[C@H]2C1=O	0	3.8	3	-7	9	-1	-3	i	-2	-8
COc1cc(OC)cc(-c2noc(-c3csc([C@@H]4O[C@H](CO)[C@H](O)[C@H](O)[C@H]4O)n3)n2)c1	1	-0.9	4	7	9	-10	nt	i	6	4
COc1cc(/C=N/NC(=O)CCN2CCN(C(c3ccccc3)c3ccccc3)CC2)ccc1O	-1	1.5	13	-6	6	-7	-10	i	-4	-2
S=C(NCc1ccco1)Nc1cc(Cl)c(Cl)cc1Cl	0	0.1	-9	2	2	-11	-8	i	0	1
Cc1cc2cc(CNC(=O)Cc3cccs3)ccc2n1C	1	36	8	-11	44	10	-9	i	42	-20
COc1ccc(N2CCN(C(=O)c3cc(=O)[nH]c4ccccc34)CC2)cc1	2	-0.6	6	-1	-4	10	-1	i	1	-3
O=C(NN1C(=O)C2C3CCC(O3)C2C1=O)c1ccc(Br)o1 (stereo not given)	4	-1.8	-1	3	11	12	8	i	4	2
Cc1ccc(S(=O)(=O)N2CCOCC2)cc1NC(=O)CSc1nnnn1C1CC1	-1	-1.4	-2	4	20	-13	nt	i	-2	-4
O=C(NC(=S)NNC(=O)c1ccccc1O)c1cccs1	2	-1.8	1	2	8	-5	-5	i	-10	0
CC1=NNC(=O)/C1=C\c1cn(-c2ccccc2)nc1-c1ccccc1	2	1.4	0	0	8	-2	1	i	-32	5
CCSc1nnc(-c2ccncc2)o1	0	-1.0	-1	-1	9	-1	-3	i	2	0
CC(OC(=O)c1ccc(Br)o1)C(=O)Nc1ccc2c(c1)OCCO2 (stereo not given)	-3	-0.2	0	-2	5	14	7	i	4	4
Cn1c(O)c(C(C#N)=C2N=c3ccccc3=N2)c2ccccc21	0	-1.8	1	4	-17	-1	-4	i	-2	-4
C/C(CC(C)(C)C1CCCCC1)=N\NC(N)=S	0	0.7	26	-1	2	-6	-6	i	-57	0
Cc1ccc(NC(=O)CCS(=O)(=O)c2ccc(Br)s2)cc1	1	0.8	-1	1	20	-5	-7	i	3	3
CC(C)N(Cc1nc(-c2ccccc2)no1)C(=O)CN(C)S(=O)(=O)c1ccccc1	0	-0.4	-4	-1	-36	14	-5	i	1	-1
COc1ccc(S(=O)(=O)CC2(O)CCN(C(=O)CC(C)C)CC2)cc1	-4	-1.5	-3	0	-3	-19	-12	i	-2	1
Cc1ccc(C2=NOC(C)(c3nnc(Cc4ccccc4)o3)C2)cc1 (stereo not given)	-1	0.0	-1	-1	-2	2	-8	i	2	19
COC(=O)c1ccc(NC(=O)CNS(=O)(=O)c2cccs2)cc1	-1	-0.8	-2	0	10	-7	-6	i	-3	0
O=C(CCn1nc(-c2ccccc2)ccc1=O)N1CCCC1	-2	0.3	2	-2	-7	-5	-13	i	3	-6
O=C1C(c2ccccc2)NC(=S)N1C1CCCCC1 (stereo not given)	-1	1.8	-3	-1	6	9	-4	i	2	5
CCCCCCCCN1C(=O)[C@H](CC(=O)NCc2cccs2)C[C@@]2(C(=O)OC)CCCCC=C12	nt	2.2	4	nt	-7	-6	nt	nt	1	0
COc1ccc(S(=O)(=O)N2CCOC2CNC(=O)C(=O)NCCc2c[nH]c3ccccc23)cc1C (stereo not given)	0	0.3	-2	-17	3	-5	-8	i	-4	0
CN(C)S(=O)(=O)c1ccc(N2CCCC2)c(C(=O)NCc2ccccc2)c1	1	-2.7	6	-1	5	10	-7	i	-2	-4
C[C@@H]1CN([C@@H](C)CO)C(=O)c2cccc(NC(=O)C3CCCCC3)c2O[C@@H]1CN(C)Cc1ccc(Cl)c(Cl)c1	3	-0.8	-7	-1	-5	0	-2	i	-8	6
CCOc1cc(N2CCOCC2)c(OCC)cc1NC(=O)COC(=O)CCn1c(C)csc1=O	1	-0.8	-1	0	5	-19	-3	i	0	1
O=C(CCCn1ncn2c(cc3occc32)c1=O)NCc1cccc(Cl)c1	-1	1.3	-4	-4	-10	0	2	i	2	-5
COC(=O)C(/C=N/O)NC(=O)c1ccccc1 (stereo not given)	-1	-1.2	-7	6	-3	-7	-1	i	-2	-2

Structural class: the compounds so far containing a COOH group (2)
SMILES	STEP inh	LMPTP inh	NadD block	DNMT1 block	SKN-1 inh	NRP1-CendR mod	Scp1 inh	Rpn11 inh	MT1-MMP act inh	SUMO1 PPI mod
O=C(CN1C(=O)COc2ccccc21)NCc1ccc(C(=O)O)cc1	2	-1.9	9	-2	0	-12	-2	i	1	-1
CCOc1cc(Br)c(CC(=O)O)cc1OCC	-2	-0.5	-2	3	1	-2	6	i	4	4
